High-throughput results: PubChem, several laboratories
Dynein transport – dynein cargo transport inhibition; 3617.4 mouse cells, GR-EGFP nuclear translocation imaging; test concentration mostly 20 µM; stimulated with dexamethasone, 1 µM; stronger effect = lower value; z-score, hits read low; hit rate 0.47% among 220,000;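 active = plate z-score of nuclear minus cytoplasmic receptor signal below a set negative limit, without overly bright fluorescence or cell loss, cut at about -3.5 in these data, passing the limit was not always enough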;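 also: z-score of nuclear minus cytoplasmic ring GR-EGFP intensity difference per well; some compounds called inactive have numbers as strong as hits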
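Buffer or medium – tet-free medium with charcoal-stripped serum · Signal – automated 10x imaging of fixed Hoechst-stained cells · Also added – dexamethasone agonist, 1.0 µM final, for 30 min · Incubation – induction 48 h, compound 1 h, agonist 30 min · Read-out – GR-EGFP nuclear translocation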
Autophagy mod – alters autophagy in cells; MEF GFP-LC3 puncta imaging; test concentration mostly 10 µM; calls only at 10 µM (by protocol); hit rate 0.98% among 190,000; AID 463193;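 active = percentage of spot-positive cells more than 3 SD above its plate mean, without a fluorescence outlier flag or 80% toxicity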;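 also: spot-positive cell cutoff set from DMSO-treated cells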
MT stabilizer – microtubule stabilization, imaging screen. % tubulin-high responders, % at 10 µM. HeLa tubulin immunostaining HCS, 24 h; share of cells brighter than vehicle mean+2SD. hit rate 0.83% among 200,000;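 active = plate Z-score above 3 for both tubulin-high and condensed-nucleus cell shares, with cell loss under 80%, at 10 µM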;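 also: anti alpha tubulin signal scored within the nucleus-defined area of each cell; some results filed as inactive read as strong as hits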
Yfh1-off respiration – enhancers of respiration in Yfh1-depleted yeast, dose response, Friedreich's ataxia, plus single-dose screen (AID 1465) | S. cerevisiae Yfh1-off respiration, WST-1 reduction, 72 h; higher fold induction means a stronger effect | fold induction at 50 µM; hits with a dose series show EC50 in µM | hit rate 0.074% among 220,000;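 active = fold induction of absorbance versus untreated yeast above a set limit, then at least 30% activation at any dose in follow-up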;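 also: activators that raise dye reduction in frataxin-depleted yeast; strong numbers were not always called active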
WT yeast gro inh – growth inhibition of WT yeast, mitochondrial fusion screen; mitochondrial fusion phenotypic screen, WT strain; inhibition, % at 10 µM; hit rate 2.1% among 190,000; AID 1362; in the data active = inhibition above about 58%; tested in S. cerevisiae
AID2073 – inhibitors of Mint1-CaV2.2 protein interaction, biochemical, HTRF (AID 2073). HTRF protein-protein interaction, Mint1-CaV2.2; higher % means a stronger effect. one-dose inhibition, % at 20 µM; IC50 in µM for titrated hits. hit rate 0.19% among 290,000; in the data active = inhibition mostly above about 51%, no sharp cut-off; also: some results filed as inactive read as strong as hits
Insulin prom up – MIN6 insulin promoter up-regulation; z-score at 5 µM; MIN6 insulin promoter-GFP reporter, high-content imaging; stronger effect = higher value; hit rate 0.3% among 190,000;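 active = z-score above 3 at 5 µM with at least 500 cells counted in the well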
HIV fusion peptide – cell-free HIV fusion peptide-binding blockers – biochemical, uHTS, fluorescence dequenching, primary screen (AID 1986); inhibition, % at 20 µM; hits with a dose series show IC50 in µM; hit rate 0.3% among 290,000; cell-free peptide binding, fluorescence dequenching, 30 min; higher % means a stronger effect; in the data active = inhibition mostly above about 52%, no sharp cut-off; inactive = mostly below about 76%; also: some results filed as inactive read as strong as hits
b-catenin transl – alters nuclear translocation of beta-catenin in HeLa cells; AID 1665; immunofluorescence imaging; hit rate 0.3% among 190,000; nuclear translocation activity, % at 5 µM;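 active = nuclear translocation activity above 50% at 5 µM, with a well cell count of 50 or more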;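 also: per-cell ratio of nuclear to cytoplasmic median beta-catenin stain intensity; plate controls were DMSO negative control for no effect and GSK-3 inhibitor IX positive control for full effect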
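System: HeLa cells, endogenous beta-catenin; compound dosing: 5 µM primary single dose, 0.1% DMSO, 0.02–20 µM confirmation series; incubation: 24 h compound exposure at 37°C, 5% CO2; signal: beta-catenin immunofluorescence imaging with DAPI; evaluation: % activation, nuclear-to-cytoplasmic median beta-catenin signal ratio per cell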
WT yeast gro inh mutant strain – also measured in WT yeast gro inh; calls as there; inhibition, %; mitochondrial fusion phenotypic screen, mutant strain inhibition
Dynein transport cytoplasmic EGFP – also measured in Dynein transport; calls as there; z-score; measured here: cytoplasmic GR-EGFP intensity; stronger effect = higher value
Dynein transport nuclear GR-EGFP – second read-out of Dynein transport, no call of its own (marks repeat the call); z-score; measured here: nuclear GR-EGFP intensity;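 lower value marks the stronger effect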
Dynein transport cell count – second read-out of Dynein transport, no call of its own (marks repeat the call); z-score; measured here: cell count per field
Insulin prom up cell count – second read-out of Insulin prom up, no call of its own (marks repeat the call); cell count; measured here: cytotoxicity, nuclei count;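 total cells summed across four imaged fields per well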
b-catenin transl cell count 5 µM – also measured in b-catenin transl; calls as there; cell count; measured here: cell count, cytotoxicity flag
MT stabilizer Hoechst-high % – further read-out of MT stabilizer, marked with its call; % Hoechst-high responders; measured here: nuclear condensation Hoechst responders;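 share of cells brighter than vehicle mean plus two SD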
MT stabilizer cytotoxicity % – second read-out of MT stabilizer, no call of its own (marks repeat the call); toxicity, %; measured here: cytotoxicity by cell density;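 0% = mean cell density of plate MIN control wells and 100% = no cells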
Autophagy mod cell loss 18 h – recorded beside Autophagy mod, whose call it bears; toxicity, %; measured here: cell loss, nuclei count;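 cell loss after 18 h compound exposure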
* marks the source's active call; other numbers are inactive results; i = inactive; · = not tested or not shown.

cpd	smiles	Dynein transport	Dynein transport cytoplasmic EGFP	Dynein transport nuclear GR-EGFP	Dynein transport cell count	Autophagy mod	Autophagy mod cell loss 18 h	MT stabilizer	MT stabilizer Hoechst-high %	MT stabilizer cytotoxicity %
1	CCOC(=O)N1CCC(=NNc2ccc(S(=O)(=O)N3CCOCC3)cc2[N+](=O)[O-])CC1	0.28	-0.077	-0.24	0.51	i	-18	4.6	2.2	6.8
2	CNc1nc(-c2ccc3c(c2)CCN3S(=O)(=O)c2ccccc2)c(C)s1	0.11	-0.24	0.2	-0.013	i	-7	3.2	1.4	8.5
3	CC(NC(=O)c1cn(C)c2ccc(S(=O)(=O)N3CCCC3)cc2c1=O)c1ccc2c(c1)OCCO2 (stereo not drawn)	-0.84	-0.23	-0.82	1.2	i	1	1.1	1.4	10
4	S=c1[nH]cc(-c2ccc(Cl)cc2)n1-c1ccccc1	0.48	-0.093	0.33	-0.71	i	2	2.2	1.6	11
5	Cc1cccnc1NC(=S)NC(=O)/C=C/c1ccco1	-0.56	-0.26	-0.16	0.52	i	3	0.9	1.6	4.6
6	O=[N+]([O-])c1c(NCCCO)cc(Sc2nc3ccccc3s2)c2nonc12	-4.1*	1.2*	-1.9*	0.43*	i	-1	3.0	1.7	7.4
7	COc1ccc2c(-c3cccnc3)cc(=O)[nH]c2c1	-0.25	-0.14	0.17	1.4	i	2	1.8	0.2	7.9
8	CCOC(=O)Cc1nc(-c2ccc(Cl)cc2)n[nH]1	0.91	-0.35	0.59	-0.44	i	-7	0.6	3.5	3.7
9	Cc1cc(C(=O)CSc2nnnn2C)c(C)n1CCc1ccc(Cl)cc1	0.11	-0.13	-0.56	-0.91	i	7	5.9	2.7	7.0
10	Cc1ccc(CO/N=C\Cc2snc(Sc3ncc(C(F)(F)F)cc3Cl)c2C#N)cc1	-0.55	0.037	-0.42	0.2	i	-6	2.5	1.2	5.1
11	CC(CCc1ccco1)NC(=O)Cn1ncc2c(=O)oc3ccccc3c21 (stereo not drawn)	0.97	-0.2	0.85	-0.25	i	9	2.3	4.2	10.0
12	CCn1c(C)nc2cc(C(=O)NNC(=S)Nc3ccccc3Cl)ccc21	-0.35	-0.2	-0.42	0.17	i	9	7.4	2.6	10

cpd	Yfh1-off respiration	WT yeast gro inh	WT yeast gro inh mutant strain	AID2073	Insulin prom up	Insulin prom up cell count	HIV fusion peptide	b-catenin transl	b-catenin transl cell count 5 µM
1	i	3	-8	-9%	-0.06	1380	-1.4%	-1.8	971
2	i	14	4	17%	-0.35	1358	1.8%	-0.1	1090
3	i	6	-4	2%	-0.85	1490	0.4%	0.8	1372
4	i	-7	-2	-12%	0.17	1287	-0.2%	1.2	862
5	i	6	15	-14%	0.9	783	11%	3.0	966
6	·	53	-5	-55%	·	·	17%	·	·
7	i	-1	-1	7%	0.3	1211	-2.3%	·	·
8	i	3	5	-4%	0.21	1324	-1.5%	-1.9	1109
9	i	46	3	17%	0.56	1076	-1.0%	-0.3	906
10	i	-2	1	24%	-0.28	846	-0.5%	·	·
11	i	12	1	11%	-0.4	1236	-1.1%	-3.9	1243
12	i	-4	-1	-19%	0.07	1463	-0.8%	0.0	1044

Carrying on.
cpd	smiles	Dynein transport	Dynein transport cytoplasmic EGFP	Dynein transport nuclear GR-EGFP	Dynein transport cell count	Autophagy mod	Autophagy mod cell loss 18 h	MT stabilizer	MT stabilizer Hoechst-high %	MT stabilizer cytotoxicity %
13	Cc1ccsc1C(=O)Nc1ccc(C(=O)O)cc1	-0.55	0.034	-0.24	-0.17	i	-9	1.9	2.2	3.4
14	O=C(CN1C(=O)NC2(CCCc3ccccc32)C1=O)N1CCc2ccccc2C1 (stereo not drawn)	0.0089	-0.31	0.16	0.0089	i	61	6.5	2.7	11
15	COc1ccc2c(c1OC)C(=O)OC2Nc1nc(-c2cc3cc(Br)ccc3oc2=O)cs1 (stereo not drawn)	0.29	-0.22	0.82	-0.87	·	·	·	·	·
16	O=C(C1=C[C@@H](C2CC2)C[C@@H](OCCCCO)O1)N1CCN(Cc2ccc3c(c2)OCO3)CC1	0.32	-0.24	0.45	0.46	i	24	1.8	1.6	1.3
17	COc1cc2c(cc1OC)C(c1ccc(-c3ccccc3Cl)o1)=NCC2	0.97	-0.26	0.68	-1	i	-11	2.4	1.7	6.7
18	CO/N=C/c1ccc(N2CCN(C(=O)c3cccc(C(F)(F)F)c3)CC2)c([N+](=O)[O-])c1	·	·	·	·	i	9	0.4	2.2	9.6
19	Cc1cc(C)n(-c2ccc(C(=O)OCc3ccccc3)cc2)n1	0.37	-0.24	0.37	-0.67	i	22	3.5	2.5	1.5
20	CCn1ncc(NC(=S)NCCc2ccccc2)c1C(N)=O	0.62	-0.2	0.31	-0.065	i	-33	2.2	1.3	2.0
21	Cc1ccc(Cl)cc1N1CCN(C(=O)c2cc3c(=O)n(C)c4ccccc4c3n2C)CC1	-0.24	-0.28	0.13	0.5	i	8	3.9	4.4	12
22	CC(C(=O)NC1CCCC1)N1CCN(Cc2ccccc2)CC1 (stereo not drawn)	0.3	-0.11	-0.16	0.22	i	-14	2.9	2.1	4.4
23	CC(=O)c1ccc(NC(=O)CN2C(=O)COc3ccc(Cl)cc32)cc1	0.015	-0.2	0.19	-0.15	i	6	2.9	3.9	0.6
24	Cc1nc(Nc2ccc(Cl)cc2)c2nnn(Cc3ccccc3)c2n1	-0.34	-0.35	0.017	0.71	i	8	3.8	2.0	5.4

cpd	Yfh1-off respiration	WT yeast gro inh	WT yeast gro inh mutant strain	AID2073	Insulin prom up	Insulin prom up cell count	HIV fusion peptide	b-catenin transl	b-catenin transl cell count 5 µM
13	i	24	25	-2%	-0.48	962	2.4%	·	·
14	i	5	10	3%	-0.15	1062	-0.3%	-4.2	1151
15	i	·	·	4%	-0.87	1036	2.7%	0.7	1328
16	i	-2	-9	10%	·	·	-1.9%	2.2	1068
17	i	67	72	10%	-1.2	1012	13%	-4.0	1253
18	i	27	-6	-5%	0.49	2097	1.0%	-4.0	1071
19	i	54	6	-6%	-0.08	1464	-1.8%	-0.3	1144
20	i	-6	-10	-19%	0.07	1549	-1.2%	-1.9	1007
21	i	35	-4	13%	-1.1	1030	1.7%	·	·
22	i	18	-20	-6%	0.34	1132	-0.9%	-0.1	1023
23	i	10	-6	0%	-1.3	923	-0.2%	·	·
24	i	-2	-9	33%	0.15	1604	-1.0%	-1.2	965

Going on with the list:
cpd	smiles	Dynein transport	Dynein transport cytoplasmic EGFP	Dynein transport nuclear GR-EGFP	Dynein transport cell count	Autophagy mod	Autophagy mod cell loss 18 h	MT stabilizer	MT stabilizer Hoechst-high %	MT stabilizer cytotoxicity %
25	Cc1oc(-c2ccc(Cl)cc2)nc1CN1CCCC(C(=O)N2CCN(C(=O)c3ccco3)CC2)C1 (stereo not drawn)	-1.1	-0.14	-0.51	0.83	i	13	5.1	3.5	7.5
26	COc1cc(/C=N/NC(=O)c2cccc([N+](=O)[O-])c2)cc(OC)c1O	-1.5	-0.39	-0.79	3.4	i	15	4.6	2.0	4.6
27	C=CCn1c(=NC(=O)c2cc(Cl)sc2Cl)sc2cc(S(N)(=O)=O)ccc21	-1.2	0.2	-0.95	1.4	i	13	2.6	2.9	11
28	Cc1noc(C)c1COC(=O)CCc1nc2ccccc2c(=O)[nH]1	0.79	-0.19	1.3	-1	i	-6	3.4	1.8	12
29	CN1C(CC(=O)c2ccccc2)CCCC1CC(O)c1ccccc1 (stereo not drawn)	-0.14	0.13	0.27	-1.1	i	7	1.2	1.3	4.4

cpd	Yfh1-off respiration	WT yeast gro inh	WT yeast gro inh mutant strain	AID2073	Insulin prom up	Insulin prom up cell count	HIV fusion peptide	b-catenin transl	b-catenin transl cell count 5 µM
25	i	8	2	6%	-1.7	912	3.6%	·	·
26	i	10	-12	-7%	-0.8	1186	-1.4%	0.4	1136
27	i	8	-40	27%	-0.43	1330	8.7%	4.7	969
28	i	12	2	3%	-1.3	1240	-1.2%	-7.4	848
29	i	-41	-30	-5%	-0.66	800	-1.5%	3.2	975

An excerpt from above, limited to WT yeast gro inh mutant strain, WT yeast gro inh and Yfh1-off respiration.
no.	SMILES	WT yeast gro inh mutant strain	WT yeast gro inh	Yfh1-off respiration
29	CN1C(CC(=O)c2ccccc2)CCCC1CC(O)c1ccccc1 (stereo not drawn)	-30	-41	i
26	COc1cc(/C=N/NC(=O)c2cccc([N+](=O)[O-])c2)cc(OC)c1O	-12	10	i
27	C=CCn1c(=NC(=O)c2cc(Cl)sc2Cl)sc2cc(S(N)(=O)=O)ccc21	-40	8	i
